Bioassay records deposited in PubChem BioAssay by several laboratories.
MLLE-PAM2 inh: inhibitors of microRNA-mediated deadenylation, human PABP1 MLLE binding. P11940. GST-MLLE / FITC-PAM2 fluorescence polarization. inhibition, % at 20 µM. hit rate 0.36% among 360,000. AID 588489; in the data active means inhibition above about 35%, passing the limit was not always enough;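 further: plate controls were DMSO wells with GST-MLLE for no effect and wells lacking GST-MLLE protein for full effect; some results filed as inactive read as strong as hits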
MT1-MMP act inh: blocks activation of human MT1-MMP; HT1080 RFP-PRO-GFP cells, GFP/RFP ratio fluorescence, overnight; percent of plate control window, DMSO zero; GFP/RFP ratio change, % at 20 µM; hit rate 0.061% among 360,000; P50281; AID 651647;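 active means GFP/RFP ratio change of at least 30% with cell ATP level not reduced by more than half and red fluorescence within 50% of control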; further: strong numbers were not always called active
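Assay system – RFP-PRO-GFP reporter HT1080 cells · Compound dosing – single dose of 20 µM compound, 1% DMSO final · Incubation – overnight compound exposure at 37 °C · Measure – GFP/RFP fluorescence ratio · Benchmarks – DMSO wells and RFP-L50D-GFP cells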
Rin1 Abl inh: human Rin1-Abl interaction inhibition; TR-FRET Rin1/Abl binding, biochemical; inhibition, % at 7.35 µM; AID 588664; hit rate 0.4% among 360,000; P00519+Q13671; in the data active means inhibition above about 5%, passing the limit was not always enough
E coli Lon inh: inhibitors of E. coli Lon protease | P0A9M0 | purified E. coli Lon protease, fluorescence polarization | inhibition, % at 7.94 µM | hit rate 0.42% among 360,000 | AID 602123; in the data active means inhibition above about 13%, passing the limit was not always enough;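 further: 0% = enzyme with probe and DMSO and 100% = no enzyme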
FAS TE block: inhibitors of human fatty acid synthase thioesterase domain; P49327; AID 602261; hit rate 0.67% among 360,000; recombinant FAS-TE, OMFH fluorogenic substrate, fluorescence endpoint; inhibition, % at 15 µM;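 active means compounds whose normalised, plate-corrected inhibition of enzyme fluorescence in the single-dose primary screen is 50% or more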;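 further: 0% = DMSO with enzyme and 100% = substrate without enzyme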
SKN-1 inh: inhibitors of C. elegans SKN-1; inhibition, % at 21.8 µM; C. elegans VP596 Pgst-4::GFP/RFP ratio, acrylamide-induced, 24 h; hit rate 0.49% among 360,000; AID 624304;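 active means interference check ratio from 0.5 to 1.5 plus GFP to RFP signal ratio inhibition reaching or exceeding a fixed threshold, cut at about 30% in these data, passing the limit was not always enough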; further: some compounds called inactive have numbers as strong as hits
CendR NRP1 mod: modulators of CendR peptide binding to human neuropilin-1. FAM-RPARPAR peptide binding to NRP-1, fluorescence polarization. inhibition, % at 25 µM. hit rate 0.85% among 360,000. AID 602438;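 active means inhibition or corrected inhibition above about 18%, plus a signal ratio from 0.5 to 1.5, limit read from the data, passing the limit was not always enough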; further: strong numbers were not always called active
Neddylation inh: blocks human cullin neddylation; P61081+Q13564; TR-FRET cullin neddylation, biochemical; calls only at 25 µM; hit rate 0.58% among 360,000; in the data active means inhibition above about 36%
Target sequence (P61081 whole entry, looked up): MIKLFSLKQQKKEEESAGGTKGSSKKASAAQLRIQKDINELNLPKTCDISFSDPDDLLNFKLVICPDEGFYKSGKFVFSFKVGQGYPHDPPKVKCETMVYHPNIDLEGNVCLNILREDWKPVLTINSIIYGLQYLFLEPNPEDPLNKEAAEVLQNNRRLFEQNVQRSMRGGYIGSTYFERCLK
Target sequence (Q13564 whole entry, looked up): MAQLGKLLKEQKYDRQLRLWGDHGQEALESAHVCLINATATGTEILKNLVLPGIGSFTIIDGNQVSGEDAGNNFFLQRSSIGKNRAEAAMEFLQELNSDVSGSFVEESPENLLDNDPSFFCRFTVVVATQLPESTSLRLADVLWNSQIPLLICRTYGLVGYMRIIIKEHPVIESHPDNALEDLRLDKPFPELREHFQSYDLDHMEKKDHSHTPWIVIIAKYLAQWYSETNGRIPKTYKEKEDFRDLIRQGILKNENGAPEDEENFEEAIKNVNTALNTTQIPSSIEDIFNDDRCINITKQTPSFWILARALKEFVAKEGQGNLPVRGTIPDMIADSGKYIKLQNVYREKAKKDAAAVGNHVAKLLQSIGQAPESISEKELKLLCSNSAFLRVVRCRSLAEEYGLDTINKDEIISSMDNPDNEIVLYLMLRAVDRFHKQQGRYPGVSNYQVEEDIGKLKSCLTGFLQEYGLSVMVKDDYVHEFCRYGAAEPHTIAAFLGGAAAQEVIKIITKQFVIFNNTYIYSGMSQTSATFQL
bovine MsrA act: activators of bovine methionine sulfoxide reductase A | purified bovine MsrA, absorbance read-out | activation, % at 10.6 µM | hit rate 0.3% among 360,000; in the data active means activation above about 7.5%;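 further: 0% = vehicle and 100% = reference activator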
The depositor's hits bear a star; i = inactive; x = not tested or not shown.

SMILES	MLLE-PAM2 inh	MT1-MMP act inh	Rin1 Abl inh	E coli Lon inh	FAS TE block	SKN-1 inh	CendR NRP1 mod	Neddylation inh	bovine MsrA act
Cn1c(CNC(=O)c2ccco2)nnc1SCC(=O)N1CCN(c2ccccc2F)CC1	3	2	-4	-13	-5	1	2	i	-10
C[C@H]1CN([C@@H](C)CO)C(=O)c2cc(C3=CCCCC3)cnc2O[C@@H]1CN(C)C(=O)Cc1ccccc1	-1	4	2	5	-3	-20	-7	i	-4
Cc1ccc(NC(=O)CN2C(=O)NC(Cc3ccccc3)C2=O)cc1 (centres undefined)	-45	-3	-4	-9	-9	-5	5	i	5
O=C1CS/C(=C\[N+](=O)[O-])N1c1ccccc1	-14	-18	2	-34	-18	3	11	i	-12
Cc1cccc(C)c1NC(=S)NC(=O)c1ccccc1F	25	-3	2	-1	0	10	-1	i	-2
Cc1ccc(C(=O)Nc2nnc(SCC(=O)N3CCCc4ccccc43)s2)cc1	-7	1	-3	1	-1	-3	12	i	-8
Cc1cc(-c2ccccc2)nc(N2CCC(C(=O)NC(C)C)CC2)n1	-2	-2	2	2	-3	-7	0	i	-5
COc1ccc(Cl)cc1C(=O)NNC(=S)NC1CCCCC1	-99	2	0	3	-7	0	7	i	-3
Cc1cc2nc(-c3cccc(Cl)c3)c(Cc3ccccc3)n2c(C)c1Br	-4	3	4	-9	11	9	-21	i	1
COc1ccc(-n2c(N)c(C(=O)Nc3c(C)n(C)n(-c4ccccc4)c3=O)c3nc4ccccc4nc32)cc1	13	-1	4	6	11	8	-5	i	-3
O=C(CSc1ccc(-c2ccccn2)nn1)Nc1ccc(F)c(F)c1	5	-1	-2	-5	10	19	-2	i	-2
CCNC(=S)N/N=C/c1cc(Br)cc(Br)c1OC	13	-4	0	3	1	-5	-1	i	-3
Brc1ccc(-c2nnc3c4ccccc4nc(N4CCOCC4)n23)cc1	4	-1	-2	1	0	-14	-7	i	-16
COCC(=O)Nc1cc(OC)cc(OC)c1	4	-2	0	-16	-3	13	0	i	-2
COc1cccc(-c2nc(CS(=O)(=O)CC(=O)NCCc3ccc(C)cc3)c(C)o2)c1	-5	-6	0	6	7	20	3	i	0
NC(=O)C1CCN(CC(=O)NC(=O)NC2CCCC2)CC1	8	-4	0	0	-4	0	-12	i	0
Cc1oc2c(c1C(=O)NCCCC(=O)O)CCCC2	8	-2	2	-3	-4	-2	2	i	-2
Cc1cc2ncn(C(=O)c3ccc(F)cc3)c2cc1C	-11	-4	-1	-6	-1	-3	-2	i	-4
CCCC(=O)N1CCC1(C)C(=O)NS(=O)(=O)c1cccs1 (centres undefined)	13	-3	-3	5	-4	0	-79	i	-3
Cn1ncc(Br)c1C(=O)NC1CCCCC1	14	-3	1	2	-6	7	7	i	-3
Cc1cc(Cl)cc(C)c1OCCNCc1ccccc1	4	-4	0	-11	5	7	0	i	-2
CC1(C(=O)NS(=O)(=O)c2cccs2)CCN1C(=O)C1(c2ccc(Cl)cc2)CCC1 (centres undefined)	-1	0	-2	-8	-3	3	-3	i	-3
CCOC(=O)N1CCN(C(=O)COC(=O)c2cc(C)ccc2C)CC1	0	4	8	-2	-3	-3	-1	i	-5
CC(=O)c1cc2c(cc1NS(=O)(=O)c1ccc3c(c1)OCCO3)OCO2	-1	6	1	-8	14	1	-4	i	-4
Cc1cc(SCC#N)nc2ccccc12	7	4	4	9	2	4	21	i	-7

4 of these compounds, set out differently.
> CCOC(=O)N1CCN(C(=O)COC(=O)c2cc(C)ccc2C)CC1
  MLLE-PAM2 inh: 0	MT1-MMP act inh: 4	Rin1 Abl inh: 8	E coli Lon inh: -2	FAS TE block: -3	SKN-1 inh: -3	CendR NRP1 mod: -1	Neddylation inh: i	bovine MsrA act: -5

> CCNC(=S)N/N=C/c1cc(Br)cc(Br)c1OC
  MLLE-PAM2 inh: 13	MT1-MMP act inh: -4	Rin1 Abl inh: 0	E coli Lon inh: 3	FAS TE block: 1	SKN-1 inh: -5	CendR NRP1 mod: -1	Neddylation inh: i	bovine MsrA act: -3

> C[C@H]1CN([C@@H](C)CO)C(=O)c2cc(C3=CCCCC3)cnc2O[C@@H]1CN(C)C(=O)Cc1ccccc1
  MLLE-PAM2 inh: -1	MT1-MMP act inh: 4	Rin1 Abl inh: 2	E coli Lon inh: 5	FAS TE block: -3	SKN-1 inh: -20	CendR NRP1 mod: -7	Neddylation inh: i	bovine MsrA act: -4

> Cc1cc2nc(-c3cccc(Cl)c3)c(Cc3ccccc3)n2c(C)c1Br
  MLLE-PAM2 inh: -4	MT1-MMP act inh: 3	Rin1 Abl inh: 4	E coli Lon inh: -9	FAS TE block: 11	SKN-1 inh: 9	CendR NRP1 mod: -21	Neddylation inh: i	bovine MsrA act: 1

The listing picks up, starting six compounds before the break.
SMILES	MLLE-PAM2 inh	MT1-MMP act inh	Rin1 Abl inh	E coli Lon inh	FAS TE block	SKN-1 inh	CendR NRP1 mod	Neddylation inh	bovine MsrA act
Cn1ncc(Br)c1C(=O)NC1CCCCC1	14	-3	1	2	-6	7	7	i	-3
Cc1cc(Cl)cc(C)c1OCCNCc1ccccc1	4	-4	0	-11	5	7	0	i	-2
CC1(C(=O)NS(=O)(=O)c2cccs2)CCN1C(=O)C1(c2ccc(Cl)cc2)CCC1 (centres undefined)	-1	0	-2	-8	-3	3	-3	i	-3
CCOC(=O)N1CCN(C(=O)COC(=O)c2cc(C)ccc2C)CC1	0	4	8	-2	-3	-3	-1	i	-5
CC(=O)c1cc2c(cc1NS(=O)(=O)c1ccc3c(c1)OCCO3)OCO2	-1	6	1	-8	14	1	-4	i	-4
Cc1cc(SCC#N)nc2ccccc12	7	4	4	9	2	4	21	i	-7
CCn1c(C(C#N)/C(=N\S(=O)(=O)c2cccs2)c2ccccc2)nc2ccccc21 (centres undefined)	4	-12	0	1	0	2	6	i	-9
NC(=O)c1c(NC(=O)C(=O)NCCCN2CCOCC2)sc2c1CCCC2	4	1	-8	9	-9	5	9	i	-2
Cc1ccccc1-c1ccc(=O)n(CC(=O)Nc2ccc(S(=O)(=O)N(C)C)cc2)n1	0	4	-3	-5	4	2	11	i	-3
C=CCOc1ccc(CN(C)c2ccc(S(=O)(=O)N3CCN(C)CC3)cc2[N+](=O)[O-])cc1	9	2	-2	-7	-7	-3	16	i	-3
Cc1cccc(-n2ncc3c(NNC(=O)c4ccco4)ncnc32)c1	-68	-2	-2	-6	-6	0	-4	i	-4
CNC(=O)CCc1ccc(OC)cc1	3	0	-1	11	-4	-6	6	i	-6
NS(=O)(=O)c1ccc(N2C(=O)CCCC2=O)cc1	8	1	-6	-1	-12	11	-3	i	-5
CN1C(C)(C)CCCC1(C)C	10	4	0	-9	-5	-6	-17	i	-4
O=C(Oc1cccc2cccnc12)c1ccco1	-11	1	1	-1	-4	-9	12	i	1
O=C(NCc1cccnc1)C1c2ccccc2C(=O)N1C1CCCCCC1 (centres undefined)	1	0	0	-4	-5	5	-9	i	-1
COc1cccc(C(=O)N2CCC(C(=O)NCc3ccco3)CC2)c1	12	1	4	7	-5	-9	5	i	-9
CCNC(=S)NN(c1ccccc1)c1ccccc1	23	1	-3	-7	-8	24	19	i	-1
Cc1ccc(C(=O)NNC(=O)CCN2C(=O)C3CCCCC3C2=O)cc1 (centres undefined)	-26	2	0	-2	-5	3	12	i	-1
N=c1scc(-c2ccccc2)n1/N=C/c1ccco1	-19	3	x	x	0	4	-30	i	x
C/C(=N\NC(=S)NCc1ccccc1)c1ccc(Cl)s1	17	-1	-3	6	26	-15	-13	i	-1
O=[N+]([O-])/C(C(Cl)=C(Cl)Cl)=C1\Nc2ccccc2O1	-1	-1	1	3	-7	7	8	i	0
O=C(CC1C(=O)NCCN1Cc1ccc(-c2ccccc2)cc1)NCCCn1cccn1 (centres undefined)	6	3	1	-9	-6	-7	-2	i	-4
O=C(COC(=O)Cc1cccs1)Nc1ccc(OC(F)(F)F)cc1	-21	6	1	-4	0	-2	-4	i	0
NC(=O)/C(=C\c1ccccc1)NC(=O)c1ccc(NC(=O)c2ccccc2)cc1	-5	5	-2	-12	-7	-9	-9	i	-4
COC(=O)[C@H](CCSC)NC(=O)Cn1ccc(N)nc1=O	4	4	0	17	-12	7	6	i	-1
Cc1ccc(CN2CCSCC2)c(C)c1	-14	-1	1	-13	-2	-1	3	i	-5
O=C(CN1C(=O)c2ccccc2C1=O)NCc1ccc(C(=O)O)cc1	7	1	-2	0	-6	-5	8	i	-1
O=C1CCC[C@@H]2C[C@@]3(C[C@@H]4CCN1[C@H]24)Nc1cc(Cl)ccc1NC3=NC1CCCCC1	-11	2	2	-7	3	14	-7	i	-2
COc1ccc(CCN(C)C/C=C/c2ccccc2)cc1OC	-7	0	1	-8	-7	-4	-3	i	1
Cc1cc2c(cc1S(=O)(=O)N(C)Cc1ccccc1)OCC(=O)N2	4	-7	-2	1	5	-8	-2	i	-1
(next part)
SMILES	MLLE-PAM2 inh	MT1-MMP act inh	Rin1 Abl inh	E coli Lon inh	FAS TE block	SKN-1 inh	CendR NRP1 mod	Neddylation inh	bovine MsrA act
Cc1ccc(S(=O)(=O)N(C)C)cc1NC(=S)N1CCN(Cc2ccc3c(c2)OCO3)CC1	-99	-2	1	1	-3	1	11	i	-4
CCc1cc2c(SC(C)C(=O)NC3CCCC3)ncnc2s1 (centres undefined)	-19	0	-114	4	-1	2	11	i	-5
CCN(CC)CCCNc1nc(-n2nc(C)cc2C)nc2sc3c(c12)CC(C)(C)OC3	-6	-2	0	-10	-4	-13	-2	i	-3
CCOC(=O)c1c(NC(=O)CNCCOC)sc2c1CCCC2	6	-5	0	-9	8	5	3	i	-6
CCOc1ccc(NS(=O)(=O)c2ccc(NC(=S)NC(C)=O)cc2)cc1	23	-3	1	3	14	-6	11	i	-3
COc1ccc(NC(=O)Nc2ccc(C(=O)N3CCOCC3)cc2)cc1	9	-5	3	-3	-3	-11	1	i	0
Cc1cccc(N2C(=O)C3CCC(c4ccccc4)CC3C2=O)c1 (centres undefined)	-2	3	-2	-1	15	6	2	i	-2
COC(=O)c1cc(=O)n(Cc2ccc(OC)cc2)c(=NCc2ccc(OC)cc2)s1	11	-2	1	5	12	-2	3	i	-2
COc1cc(CC(=O)OCc2cccc([N+](=O)[O-])c2)cc(OC)c1OC	-11	3	1	6	9	-10	-6	i	1
Cc1ccc(NC(CC(=O)c2ccccc2)C(=O)O)cc1Cl (centres undefined)	9	-6	0	6	4	12	1	i	-2
Cc1ccc(C(=O)Nc2ccc3c4c(cccc24)CC3)cc1[N+](=O)[O-]	12	2	-3	0	4	12	5	i	-3
Cc1cc(C)n(CC(=O)N/N=C/c2c[nH]c3ccccc23)n1	6	1	-2	-5	6	4	4	i	-1
CC1Cc2ccccc2N1C(=O)c1ccc(Br)o1 (centres undefined)	3	-1	-3	2	3	-2	2	i	-2

3 compounds from above, ordered by the number in CendR NRP1 mod, smallest number first:
structure | MLLE-PAM2 inh | MT1-MMP act inh | Rin1 Abl inh | E coli Lon inh | SKN-1 inh | CendR NRP1 mod | Neddylation inh | bovine MsrA act
Cn1ncc(Br)c1C(=O)NC1CCCCC1 | 14 | -3 | 1 | 2 | 7 | 7 | i | -3
Cc1ccc(C(=O)Nc2nnc(SCC(=O)N3CCCc4ccccc43)s2)cc1 | -7 | 1 | -3 | 1 | -3 | 12 | i | -8
CCNC(=S)NN(c1ccccc1)c1ccccc1 | 23 | 1 | -3 | -7 | 24 | 19 | i | -1

Compounds were not picked by outcome; any-hit rate near 4%.
